Compound activity (PubChem BioAssay)
GoLoco inh red: qHTS Assay for Inhibitors of RGS12 GoLoco Motif Activity (Red Fluorophore). Guanine nucleotide-binding protein G(i) subunit alpha-1 (Homo sapiens), P63096. Gai1:RGS12 GoLoco peptide FP, rhodamine, 10 min. Potency, µM (titrated, usually from 61.6 µM), inactives show at the top dose activity, negative = inhibition, usual class: inhibitors. hit rate 0.44% among 230,000. AID 880, 2007; active means well fitted inhibition curve with a large enough effect, not every such curve was filed as active; inactive means no such curve, though single readings can be large or run the other way; further: on the % scale 0 is the no-effect control and ±100 the full control effect; nearly all actives have a fitted effect of over 30% in size; many of its hits are not listed in these tables
Target sequence (P63096 whole entry, looked up): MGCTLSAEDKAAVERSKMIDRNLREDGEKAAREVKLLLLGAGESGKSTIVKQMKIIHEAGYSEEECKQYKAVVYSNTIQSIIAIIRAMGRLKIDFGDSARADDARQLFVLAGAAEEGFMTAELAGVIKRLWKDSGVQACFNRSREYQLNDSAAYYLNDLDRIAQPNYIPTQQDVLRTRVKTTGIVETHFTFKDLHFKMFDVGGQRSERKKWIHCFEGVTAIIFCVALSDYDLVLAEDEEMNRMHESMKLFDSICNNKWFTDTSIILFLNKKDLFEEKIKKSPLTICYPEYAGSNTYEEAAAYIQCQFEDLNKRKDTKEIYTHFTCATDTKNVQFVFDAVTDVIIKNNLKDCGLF
aGlu spleen mod: qHTS Assay for Inhibitors and Activators of Human alpha-Glucosidase From Spleen Homogenate; Lysosomal alpha-glucosidase (Homo sapiens), P10253; human spleen homogenate, 4-MU-alpha-glucoside fluorescence; Potency, µM (titrated, usually from 79.9 µM), for inactives: top-dose activity change, negative = inhibition, usual class: inhibitors; hit rate 0.006% among 240,000; AID 2112, 2009;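 further: 0% = enzyme with vehicle and -100% = no enzyme basal signal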
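Enzyme source: human spleen homogenate, 1 ug/well. Buffer 50 mM citric acid/K phosphate pH 5.0, 0.01% Tween-20. 4-MU-alpha-glucoside 1 mM; 37 C x 40 min; NaOH/glycine stop; fluorescence.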
HTT ATP protect: qHTS Multiplex Assay to Identify Dual Action Probes in a Cell Model of Huntington: Cytoprotection (ATP). PC12 HTT-Q103 induced, cytoprotection, ATP luminescence, 40 h. Potency, µM (top dose mostly 56.4 µM), inactives show cytoprotection (ATP increase), actives largely listed as activators. hit rate 0.14% among 230,000. AID 1471, 2008;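 further: % of control where 0% means no effect; nearly all actives have a fitted effect of over 45% in size; toxic huntingtin expression switched on by the ecdysone agonist tebufenozide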
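Readout: ATPlite luminescence (ATP level). Model: stable PC12, inducible Htt exon1 Q103-GFP. Inducer: tebufenozide, 100 nM final. Compounds: dose series. No G418 in medium.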
HttQ103 aggreg: qHTS Multiplex Assay to Identify Dual Action Probes in a Cell Model of Huntington: Aggregate Formation (GFP) | PC12 HttQ103-GFP aggregates, Acumen cytometry, 40 h | Potency, µM (series often up to 46.1 µM), without a hit: top-dose activity change, negative = inhibition, most hits filed as inhibitors | hit rate 1.1% among 220,000; further: on the % scale 0 is the no-effect control and ±100 the full control effect; nearly all actives have a fitted effect of over 60% in size
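Aggregates are detected as GFP objects 1–25 µm with signal 6 STDEV over background in lysates of induced PC12 cells. These carry Huntingtin exon 1 with 103 glutamines fused to GFP under an ecdysone promoter; compounds titrated.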
IMPase Li inh: qHTS Assay for Identifying the Cell-Membrane Permeable IMPase Inhibitors: Potentiation with Lithium; CHO-M1 cells, IP1 TR-FRET (IP-One), carbachol + lithium; Potency, µM (highest dose often 59.4 µM), without a hit: top-dose activity, negative = IMPase inhibition, most hits filed as inhibitors; hit rate 0.35% among 210,000;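 further: IP1 builds up when IMPase is blocked and the TR-FRET signal falls; plate controls were basal vehicle for no effect and high inhibitor control for full effect; nearly all actives have a fitted effect of over 50% in size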
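CHO-M1, 2000 cells/well, 16–30 h culture; cpd + low Li+, 30 min 37C; lysis with d2-IP1/Eu-anti-IP1 Ab, 10 min RT; TR-FRET 665/620 ratio and 620 channel; AC50 via Hill.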
GAA inhib: qHTS Assay for Inhibitors of Human alpha-Glucosidase as a Potential Chaperone Treatment of Pompe Disease | Lysosomal alpha-glucosidase (Homo sapiens), P10253 | Potency, µM (series often up to 76.9 µM), for the others: at the top dose activity change, negative = inhibition, hits mostly inhibitors | AID 1466, 2008 | purified human GAA, 4-MU-alpha-glucoside fluorescence | hit rate 0.005% among 200,000;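 further: plate controls were uninhibited enzyme wells for no effect and no-enzyme background for full effect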
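AC50 values come from Hill fits of compound titrations (up to 77 uM) against 4 nM human enzyme. Substrate 4-methylumbelliferyl-alpha-D-pyranoside at 400 uM, pH 5.0 citrate buffer, 20 min room temperature; fluorescence Ex 365/Em 440 after alkaline stop.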
GAA glycogen: qHTS Assay for Inhibitors and Activators of Human alpha-Glucosidase Cleavage of Glycogen; recombinant GAA, glycogen substrate, Amplex Red glucose oxidase fluorescence; Potency, µM (doses to about 76.4 µM), for inactives: at the top dose activity change, negative = inhibition, actives largely listed as inhibitors; hit rate 0.38% among 300,000; AID 2100, 2009;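 further: 0% = full enzyme reaction and -100% = no-enzyme basal signal; the screen sought inhibitors and activators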
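Recombinant enzyme (4 nM final) with compounds titrated up to 77 uM and bovine liver glycogen (30 ug) in citrate pH 5.0, 0.01% Tween-20, 37 C 40 min. Released glucose detected by Amplex Red/glucose oxidase (Ex 573/Em 610); AC50 from Hill fits.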
* marks the source's active call; other numbers are inactive results; ? = inconclusive; · = not tested or not shown; [ ] = dose if it differs, or a comment. Unless noted, the call rests on the fitted dose curve; in most records, active means well fitted curve in the direction sought with a large enough effect; inconclusive means small, poorly fitted or top-dose-only effect, or another doubt; inactive means no such curve, though single readings can be large; an effect the other way counts as inactive or inconclusive. Potency means the concentration at half of the fitted maximal effect.

Each structure is followed by: GoLoco inh red, aGlu spleen mod, HTT ATP protect, HttQ103 aggreg, IMPase Li inh, GAA inhib, GAA glycogen
Cc1nc(CCNC(=O)c2cccs2)cs1
  -2.2%, -4.5%, -7.9%[10 µM], 19.5%, 7.3%, 0.3%, 2.8%
O=C(CS(=O)(=O)c1ccc2ccccc2c1)N1CCCCCC1
  -9.2%, -22.3%, -22.9%, ?, -4.5%, -5.8%, 1.7%
Cc1cc(S(=O)(=O)N2CCC(N3CCCCC3)CC2)ccc1-n1cnnn1
  -4.4%, 1.4%, ·, -6.1%, -0.4%, 9.2%, -6.6%
Cc1nc2oc3c(=O)[nH]cnc3c2c2c1COC(C)(C)C2
  0.1%, 4.4%, 18.1%[10 µM], 19.2%[9.22 µM], ·, ·, 1.7%
COc1ccc(C2(O)CCN(C(=O)NC3CCCCC3)CC2)cc1
  0.4%, -7.0%, 11.5%[10 µM], -8.9%, -6.6%[38.3 µM], 6.1%, -2.8%
Cc1ccc(C(=O)Nc2ccccc2C(=O)NCc2ccco2)cc1S(=O)(=O)N1CCCCC1
  9.1%, -5.1%, -8.8%, 9.0%, 8.9%, -7.9%, -9.9%
COC(=O)Nc1nc2ccc(Br)cc2s1
  16.2%, -1.2%, 23.1%[10 µM], 14.2%[9.22 µM], -7.9%, 11.5%, 8.5%
O=C(c1cccc([N+](=O)[O-])c1)c1ccc2c(c1)OCCOCCOCCO2
  -2.8%, -3.9%, -19.8%[10 µM], -2.0%[9.22 µM], ·, ·, 12.0%
Cc1ccc(Cl)cc1N(CC(=O)NCc1ccc2c(c1)OCO2)S(C)(=O)=O
  2.4%, 2.4%, -7.1%[10 µM], -1.1%[9.22 µM], 3.5%, -1.7%, 5.9%
CC(=O)N/C(=C\c1ccccc1)C(=O)Nc1ccc(O)cc1
  27.6%, 0.7%, -7.5%[10 µM], 0.8%[9.22 µM], 5.9%, -8.3%, -14.0%
O=S(=O)(c1ccccc1)N(CC1CO1)c1ccccc1 (configuration not stated)
  14.3%, 6.7%, -9.6%[10 µM], -7.4%[9.22 µM], 5.3%, 1.4%, -11.0%
N#Cc1ccc(CN2CCCC3(CCN(S(=O)(=O)c4ccccc4)CC3)C2)cc1
  3.4%, -5.7%, -1.7%, ·, 15.6%, ·, ·
O=C(c1cc2c(F)cccc2s1)N1CCCC1
  -7.1%, -3.0%, -31.1%[inhibitor], 9.8%[9.22 µM], 1.2%, ?, 18.3%
COc1ccc(N2C(=O)CC(c3ccc(OC(C)C)cc3)C2=O)cc1 (configuration not stated)
  6.0%, -0.9%, 14.7%, 5.1%, 3.7%[38.3 µM], -2.1%, -18.1%
Cc1ccc2nc(SCC(=O)Nc3ccccc3N3CCOCC3)c(C#N)cc2c1
  9.4%, -7.0%, -6.8%[1.9 µM], -7.7%, ?, 1.5%, 22.4%
COc1cccc(Nc2n[nH]c(=S)s2)c1
  0.4%, 4.6%, 16.3%[10 µM], 26.3%, 7.1%, 3.4%, ?
COc1ccc(NC(=O)C2CCCO2)cc1 (configuration not stated)
  -6.9%, -6.8%, 6.6%[10 µM], -10.4%, 1.8%, -1.6%, 3.2%
COc1cc(/C=C2\S/C(=N/S(=O)(=O)c3ccccc3)NC2=O)c([N+](=O)[O-])cc1OC
  -9.3%, -8.7%, 6.7%[10 µM], 27.1%, -5.9%, -4.3%, 0.7%
COc1ccc(-c2nnc(SCC(=O)N3CCOCC3)n2C)cc1OC
  -5.0%, -0.5%, 10.4%[10 µM], 1.9%, -0.2%, 4.7%, -5.9%
c1ccc(C2Nc3ccccc3-c3nc4ccccc4n32)cc1 (configuration not stated)
  12.8%, 15.2%, -29.5%, -9.2%, 8.3%[38.3 µM], ?, -9.1%

The closing two compounds of the section above lead into the next.
Each structure is followed by: GoLoco inh red, aGlu spleen mod, HTT ATP protect, HttQ103 aggreg, IMPase Li inh, GAA inhib, GAA glycogen
COc1ccc(-c2nnc(SCC(=O)N3CCOCC3)n2C)cc1OC
  -5.0%, -0.5%, 10.4%[10 µM], 1.9%, -0.2%, 4.7%, -5.9%
c1ccc(C2Nc3ccccc3-c3nc4ccccc4n32)cc1 (configuration not stated)
  12.8%, 15.2%, -29.5%, -9.2%, 8.3%[38.3 µM], ?, -9.1%
CC(CNS(=O)(=O)c1cc(Cl)ccc1Cl)CN(C)C (configuration not stated)
  -9.0%, -1.1%, 0.6%[10 µM], 10.9%, 12.6%[38.3 µM], -2.8%, 1.2%
O=C(O)C1CC=CCC1C(=O)N1CCc2ccccc21 (configuration not stated)
  7.9%, 1.6%, 34.2%[1.9 µM], 0.9%, 10.1%, -2.1%, -16.6%
CN(C)CCCN(Cc1ccccc1)C(=S)Nc1ccc(F)c(Cl)c1
  1.9%, -5.5%, -48.5%[inhibitor], 9.8%, 12.9%, ?, -0.7%
Cc1cccc(N(CC(=O)NCC2CCCO2)C(=O)CCC(=O)Nc2cc(C)on2)c1 (configuration not stated)
  -13.6%, 3.8%, 4.4%[10 µM], -24.4%, 6.7%[38.3 µM], -1.0%, 3.8%
Cn1c(=O)c2c(nc(NCCCO)n2Cc2cccc(C(F)(F)F)c2)n(C)c1=O
  -0.2%, 7.2%, 11.4%[10 µM], 1.2%, 14.7%[38.3 µM], -8.5%, -1.6%
Cc1cccc(CSc2nnc(-c3ccco3)o2)c1
  6.5%, 0.0%, -1.2%, 8.3%, 9.8%, 2.5%, -16.8%
O=C(CCn1nnc2ccccc2c1=O)N[C@H](C(=O)O)c1ccccc1
  ·, -1.2%, -8.9%, 7.9%, ·, 5.2%, -2.6%
CC(=O)c1cccc(NC(=O)COc2nsnc2N2CCOCC2)c1
  ·, 0.1%, -10.3%, 1.1%, ·, 4.3%, -1.1%
COc1cccc(OC)c1OCCNCC1CSc2ccccc2O1 (configuration not stated)
  6.5%, -4.4%, ·, ·, 17.8%, ·, ·
CSc1ncc(Cl)c(C(=O)C(C#N)c2nc3c(C)cc(C)cc3c(=O)[nH]2)n1 (configuration not stated)
  0.4%, -6.3%, -16.5%[10 µM], -18.7%, 13.8%, -4.4%, 3.3%
Cc1ccc(S(=O)(=O)N2CCOCC2)cc1NC(=O)COC(=O)c1cccnc1Cl
  1.8%, -7.1%, -9.8%, 7.7%, 5.3%, ?, -8.0%
CCOC(=O)c1cnc(-n2nc(C)cc2C)nc1NC(C)c1ccccc1 (configuration not stated)
  -1.7%, -5.9%, -4.4%[10 µM], -23.2%, 10.4%, -6.7%, 3.8%
CC1CC(NNC(=O)c2ccccc2)=Nc2ccccc2N1C (configuration not stated)
  8.2%, -3.0%, ·, -16.2%, -6.5%, -0.8%, 0.9%
C=C(C)Cn1c(N(CCO)Cc2ccccc2)nc2c1c(=O)[nH]c(=O)n2C
  7.6%, -10.3%, -1.1%, 11.8%, 21.9%[38.3 µM], 0.7%, 1.3%
Cc1nc(C)c(-c2nnc(-c3ccc(C(C)(C)C)cc3)o2)cc1C(=O)NN
  10.8%, -13.3%, -16.6%[10 µM], -29.1%, 2.4%, 0.0%, -6.5%
O=c1[nH]ncn2cccc12
  2.4%, -9.7%, 23.2%, 7.1%, -1.2%[38.3 µM], -1.8%, 0.5%
CSc1nc(N(C)NC(=O)c2cccc(C)c2)c2ccccc2n1
  0.7%, 4.3%, -125.9%[inhibitor], 1.26µM*, 12.4%[38.3 µM], 0.4%, -14.9%
O=C(Nc1cccc(-c2nc3cccnc3s2)c1)c1ccc(Cl)nc1
  21.3%, 1.0%, -35.5%[10 µM], -35.8%[9.22 µM], ·, ·, 3.4%
CN1CCC(CO)(Cc2ccccc2)CC1
  8.4%, 0.5%, 14.5%[10 µM], 1.9%[9.22 µM], 2.0%, -5.8%, 19.2%
Cc1ccc(N(C(=O)c2ccncc2)C2C=CS(=O)(=O)C2)cc1 (configuration not stated)
  1.7%, -7.5%, 6.3%[10 µM], 27.6%, ?, 4.5%, -3.6%

Reprinted from the part before: 3 compounds, followed by the next part.
Each structure is followed by: GoLoco inh red, aGlu spleen mod, HTT ATP protect, HttQ103 aggreg, IMPase Li inh, GAA inhib, GAA glycogen
O=C(Nc1cccc(-c2nc3cccnc3s2)c1)c1ccc(Cl)nc1
  21.3%, 1.0%, -35.5%[10 µM], -35.8%[9.22 µM], ·, ·, 3.4%
CN1CCC(CO)(Cc2ccccc2)CC1
  8.4%, 0.5%, 14.5%[10 µM], 1.9%[9.22 µM], 2.0%, -5.8%, 19.2%
Cc1ccc(N(C(=O)c2ccncc2)C2C=CS(=O)(=O)C2)cc1 (configuration not stated)
  1.7%, -7.5%, 6.3%[10 µM], 27.6%, ?, 4.5%, -3.6%
CCOC(=O)c1c(-n2cnnn2)sc2c1CCCC2
  11.3%, 3.7%, 14.3%[10 µM], 2.2%[9.22 µM], ·, ·, 2.7%
O=C(O)c1cc(C(=O)O)cc(-c2ccc(/C=c3/sc4nc5ccccc5n4c3=O)o2)c1
  -13.9%, -5.6%, -12.8%[10 µM], 15.3%, -1.9%, -0.2%, -6.8%
CNS(=O)(=O)c1cccc(C(=O)OCC(=O)Nc2cc(F)ccc2F)c1
  2.1%, -3.4%, 19.5%[10 µM], 14.5%, 1.6%, -19.8%, -4.5%
O=C(NCCc1ccncc1)Nc1ccccc1
  2.0%, -4.6%, -22.6%[0.074 µM], 15.2%, -0.3%, 9.0%, -1.4%
O=C(O)C(Cc1cn[nH]n1)=NO
  -1.4%, 6.8%, 9.6%[10 µM], -6.4%[9.22 µM], ·, ·, 0.3%
CC1(C)CC2(C)OCCN2C(=S)N1 (configuration not stated)
  4.9%, -2.2%, -1.6%[10 µM], -9.3%[9.22 µM], ·, ·, -0.2%
O=C(O)C(O)C(O)(Cc1ccc(O)cc1)C(=O)O (configuration not stated)
  0.5%, 2.7%, -28.3%, ·, 25.1%, ·, ·
CC(C)c1ccc(/C=C/C(=O)NC2=NCCS2)cc1
  12.8%, -6.4%, -30.3%, -15.6%, 1.4%[38.3 µM], -8.2%, -4.4%

Only part of the results is shown; count on the stated rates, not on these rows.
